EPAC1 antag: blocks human EPAC1 exchange factor. O95398. EPAC1 GEF assay, Rap1b-BODIPY-GDP exchange fluorescence. Potency, µM (highest dose often 115 µM), without a hit: at the top dose activity change, negative = inhibition, hits mostly inhibitors. 0.14% of 360,000 active;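 also: potency is read from the fitted curve at half-maximal effect; plate controls were vehicle for no effect and positive control for full effect; nearly all actives have a fitted effect of over 50% in size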
Abeta yeast res: A-beta toxicity reversal in yeast; yeast expressing A-beta42, growth rescue, OD600, 48 h; response scale: 0% DMSO, 100% iron-clioquinol control; Potency, µM (series often up to 46.1 µM), for the others: top-dose growth rescue, usual class: activators; 0.063% of 410,000 active; also: potency is read from the fitted curve at half-maximal effect; nearly all actives have a fitted effect of over 55% in size
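Yeast growth medium received pinned compounds, then yeast cells expressing toxic A-beta were added; plates incubated at 30 C for 48 hr. Growth read as absorbance at 600 nm, normalized to DMSO and equimolar FeCl3 plus clioquinol controls.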
IL2 activator: activators of IL-2. IL-2 activation reporter assay, cell-based qHTS; stimulated with anti-CD3/CD4/CD28 beads; in transgenic mouse T cells. activation, % (series mostly up to about 46 µM). 0.065% of 360,000 active. AID 652025; in the data active = activation above about 50%; inconclusive = mostly about 30% to 49%; also: 0% is about no effect
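Using fluorescent plate cytometry, EGFP and DsRed are detected in transgenic mouse T cells stimulated 18 h at 37 degrees C with antibody-coated beads after 60 min compound pretreatment.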
FUS suppressor: rescues growth of FUS-expressing yeast. S. cerevisiae FUS-expressing, growth rescue, OD600, 24 h. 0.24% of 390,000 active. Potency, µM (highest dose often 76.6 µM), inactives show at the top dose growth rescue (activation), actives largely listed as activators;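 also: potency is read from the fitted curve at half-maximal effect; plate controls were DMSO vehicle for no effect and reference control for full effect; nearly all actives have a fitted effect of over 55% in size; some results filed as inactive show a strong effect at the top dose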
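Compound concentration series was pinned onto galactose-induced FUS-expressing yeast seeded at OD 0.005. Plates sat 24hr at 30C; absorbance at 600 nm gave growth. DMSO served as background control.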
PI5P4K alpha inh: blocks human PI5P4K alpha kinase activity | P48426 | PI5P4Kalpha enzyme, ADP-Glo luminescence, 60 min; active compounds read low | max response, % | 1.2% of 330,000 active | AID 652105; active = max response of -50% or lower; inconclusive = between -30% and -50%; inactive = -30% or higher; also: value at the top dose of about 77 µM; % is scaled to controls: 0 for no effect and ±100 for the full control effect
Target sequence (P48426 whole entry, looked up): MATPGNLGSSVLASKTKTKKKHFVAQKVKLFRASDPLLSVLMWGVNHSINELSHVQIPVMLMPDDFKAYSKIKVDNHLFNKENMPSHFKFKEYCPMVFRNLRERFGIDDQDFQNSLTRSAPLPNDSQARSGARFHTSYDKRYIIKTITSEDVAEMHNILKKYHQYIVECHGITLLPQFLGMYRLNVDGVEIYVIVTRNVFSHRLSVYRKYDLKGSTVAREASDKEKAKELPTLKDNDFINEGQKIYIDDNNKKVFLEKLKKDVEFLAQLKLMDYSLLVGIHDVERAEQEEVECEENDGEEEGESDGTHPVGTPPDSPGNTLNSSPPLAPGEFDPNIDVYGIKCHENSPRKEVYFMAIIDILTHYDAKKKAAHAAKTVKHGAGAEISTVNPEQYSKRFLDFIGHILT
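qHTS, 1536-well: enzyme/substrate mix, compound by pin tool, 5 microM ATP final; RT 60 min; ADP-Glo reagents 1 (45 min) then 2 (30 min); luminescence.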
EPAC1 agonist: activates human EPAC1 exchange factor. O95398. EPAC1 agonist qHTS, biochemical assay; response scale: 100% = response to 6.5 mM cAMP. Potency, µM (doses to about 154 µM), for inactives: top-dose activation, usual class: activators. 0.073% of 360,000 active. AID 720707; also: potency is read from the fitted curve at half-maximal effect; nearly all actives have a fitted effect of over 60% in size
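Read-out is the fluorescence drop as BODIPY-GDP leaves Rap1B (480 nm excitation, 540 nm emission), recorded every 5 minutes over 30 minutes. Reactions held 100 nM EPAC1, 250 nM Rap1B–BODIPY-GDP and 50 uM GDP, with 6.5 mM cAMP setting full activation.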
PLK1 PBD inh: PLK1 (human) polo-box domain binding inhibition. 2.8% of 360,000 active. Potency, µM, for inactives: max response, negative = inhibition, most hits filed as inhibitors. Plk1 PBD binding of FITC phosphopeptide, fluorescence polarization. AID 720504; also: potency is read from the fitted curve at half-maximal effect; series mostly up to about 57 µM; % is scaled to controls: 0 for no effect and ±100 for the full control effect; nearly all actives have a fitted effect of over 65% in size
WRN inhibitor: blocks human WRN helicase; WRN helicase unwinding, fluorescent forked duplex, kinetic; Potency, µM (titrated, usually from 114 µM), for inactives: at the highest dose activity change, negative = inhibition, most hits filed as inhibitors; 0.46% of 360,000 active; also: potency is read from the fitted curve at half-maximal effect; % is scaled to controls: 0 for no effect and ±100 for the full control effect; nearly all actives have a fitted effect of over 55% in size
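Fluorescence dequenching readout, ex 525 nm/em 598 nm, kinetic mode: forked duplex DNA (100 nM final) with adjacent fluorophore and quencher unwound by WRN (20 nM final) with 2 mM ATP. Compound preincubation 15 min, room temperature.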
aSyn rescue: inhibitors of alpha-synuclein toxicity in yeast | Yeast expressing alpha-synuclein, growth rescue, BacTiter-Glo, 24 h | Potency, µM (top dose mostly 46.1 µM), for inactives: top-dose growth rescue (activation), usual class: activators | 0.14% of 370,000 active | AID 652106; also: potency is read from the fitted curve at half-maximal effect; % of control where 0% means no effect; nearly all actives have a fitted effect of over 65% in size
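Screening used galactose-induced yeast with toxic alpha-synuclein levels, exposed to compound for 24 hr at 30 deg C. Cell growth, read with BacTiter-Glo luminescence, gave the measured signal.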
The depositor's hits bear a star; ? = inconclusive; . = not tested or not shown; [ ] = dose if it differs, or a comment. Unless noted, calls follow the shape of the dose curve; as a rule, active = well fitted curve in the direction sought with a large enough effect; inconclusive = small, poorly fitted or top-dose-only effect, or another doubt; inactive = no such curve, though single readings can be large; an effect the other way counts as inactive or inconclusive.

SMILES	EPAC1 antag	Abeta yeast res	IL2 activator	FUS suppressor	PI5P4K alpha inh	EPAC1 agonist	PLK1 PBD inh	WRN inhibitor	aSyn rescue
Cc1ccc(-c2ccc(CN3C(C)C(=O)N(Cc4cn(CCC5OCCCO5)nn4)CCS3(=O)=O)cc2)cc1 (stereo not given)	4%	-7%	-4.8	?	-1	-1%	-3%	3%	-4%
COc1ccc(-c2nc3c4ccccc4ccn3c2C=O)cc1	-2%	-2%	-0.9	-5%	4	1%	-8%	-3%	9%
Cc1ccccc1NC(=O)Cc1nc(COC(=O)CCc2ccccc2)cs1	-14%	7%	-0.3	.	4	12%	-23%	0%	-4%
O=C(Oc1cccc2cccnc12)c1ccc(Br)o1	-10%	6%	-0.6	-9%	-11	13%	-1%	-2%	15%
Cc1ccc(C(=O)N2CCCC(CCC(=O)N3CCN(c4ccccn4)CC3)C2)cc1 (stereo not given)	19%	-8%	-5.3	2%	18	0%	-9%	-5%	-9%
CN(C(=O)COC(=O)CN1C(=O)c2cccc([N+](=O)[O-])c2C1=O)c1ccccc1	-8%	-10%	-0.8	-14%	2	-2%	-7%	-7%	5%
c1ccc(C2=NCCCN2)cc1	8%	11%	-0.7	-3%	.	3%	-1%	-9%	1%
O=C(N/N=C/c1cc2c(cc1[N+](=O)[O-])OCO2)c1cccnc1	7%	-10%	-2.0	27%	-1	4%	-15%	-6%	-2%
Cc1ccc(N=C2S/C(=C/c3cccc(OCC(=O)O)c3)C(=O)N2C)cc1C	-27%	-10%	-4.7	49%	-26	-3%	?	-14%	-14%
CN(C(=O)COc1cc(=O)n(C)c2ccccc12)c1ccc(Br)cc1	?	-7%	-2.2	-13%	0	4%	-8%	-1%	19%
CCN(CC(=O)Nc1ccc(NC(C)=O)cc1)c1ccc(C(F)(F)F)cn1	0%	6%	1.5	-23%	-6	-2%	-17%	4%	-7%
CCOC(=O)Cc1csc(NS(=O)(=O)c2ccc(C(F)(F)F)cc2)n1	?	7%	0.7	-7%	7	-4%	-7%	-12%	4%
Cc1cc(C)n(CC(=O)NC2CCCc3c2cnn3-c2ccccc2F)n1 (stereo not given)	9%	-12%	-2.8	31%	-2	-8%	-14%	-23%	1%
O=C(Cn1cnc([N+](=O)[O-])n1)NC1CC1	2%	-1%	-0.3	-40%	5	1%	2%	-1%	-5%
C[C@H]1CN([C@@H](C)CO)C(=O)CCCn2nncc2CO[C@H]1CN(C)S(=O)(=O)c1ccc(F)cc1	-3%	0%	-1.0	2%	-3	-1%	-15%	-1%	-1%
Cc1cc(C(=O)COC(=O)/C=C/c2cccc(Br)c2)c(C)n1C	-15%	1%	-0.9	10%	10	0%	-2%	10%	1%
COc1ccc(NC(=O)c2ccccc2N(Cc2ccccc2)S(C)(=O)=O)c(OC)c1	-6%	7%	1.1	32%	3	7%	2%	-1%	11%
CCc1ccccc1Oc1nc2cc(-c3cccc(OC)c3)sc2c(=O)n1C	-10%	-3%	-0.7	-19%	15	-4%	-5%	0%[57.1 µM]	3%
CC(C)(C)C1=NN(c2ccc([N+](=O)[O-])cc2)C(c2ccccc2)C1 (stereo not given)	-16%	24%	-3.5	-1%	14	4%	-9%	-5%	7%
C(#Cc1ccccc1)Cn1nnc2ccccc21	-5%	3%	-0.5	7%	.	-10%	-6%	0%	7%
COC(=O)C(CC(C)C)NC(=O)c1ccc([N+](=O)[O-])cc1 (stereo not given)	-4%	18%	0.8	9%	1	-5%	-15%	2%	0%

Already shown: entries from further up.
SMILES	EPAC1 antag	Abeta yeast res	IL2 activator	FUS suppressor	PI5P4K alpha inh	EPAC1 agonist	PLK1 PBD inh	WRN inhibitor	aSyn rescue
O=C(N/N=C/c1cc2c(cc1[N+](=O)[O-])OCO2)c1cccnc1	7%	-10%	-2.0	27%	-1	4%	-15%	-6%	-2%
Cc1ccc(N=C2S/C(=C/c3cccc(OCC(=O)O)c3)C(=O)N2C)cc1C	-27%	-10%	-4.7	49%	-26	-3%	?	-14%	-14%
CN(C(=O)COc1cc(=O)n(C)c2ccccc12)c1ccc(Br)cc1	?	-7%	-2.2	-13%	0	4%	-8%	-1%	19%
CCN(CC(=O)Nc1ccc(NC(C)=O)cc1)c1ccc(C(F)(F)F)cn1	0%	6%	1.5	-23%	-6	-2%	-17%	4%	-7%
CCOC(=O)Cc1csc(NS(=O)(=O)c2ccc(C(F)(F)F)cc2)n1	?	7%	0.7	-7%	7	-4%	-7%	-12%	4%
Cc1cc(C)n(CC(=O)NC2CCCc3c2cnn3-c2ccccc2F)n1 (stereo not given)	9%	-12%	-2.8	31%	-2	-8%	-14%	-23%	1%
O=C(Cn1cnc([N+](=O)[O-])n1)NC1CC1	2%	-1%	-0.3	-40%	5	1%	2%	-1%	-5%
C[C@H]1CN([C@@H](C)CO)C(=O)CCCn2nncc2CO[C@H]1CN(C)S(=O)(=O)c1ccc(F)cc1	-3%	0%	-1.0	2%	-3	-1%	-15%	-1%	-1%
Cc1cc(C(=O)COC(=O)/C=C/c2cccc(Br)c2)c(C)n1C	-15%	1%	-0.9	10%	10	0%	-2%	10%	1%
COc1ccc(NC(=O)c2ccccc2N(Cc2ccccc2)S(C)(=O)=O)c(OC)c1	-6%	7%	1.1	32%	3	7%	2%	-1%	11%
CCc1ccccc1Oc1nc2cc(-c3cccc(OC)c3)sc2c(=O)n1C	-10%	-3%	-0.7	-19%	15	-4%	-5%	0%[57.1 µM]	3%

Assay outcomes deposited in PubChem by National Center for Advancing Translational Sciences (NCATS).
